HKDC1 inh – blocks human hexokinase HKDC1 activity | recombinant HKDC1, G6PDH/diaphorase resazurin coupled fluorescence | actives 0.16% (n = 340,000) | AID 493160 | inhibition, % at 20 µM;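 active = inhibition above about 35% when tested at 20 µM, limit read from the data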;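 note: plate controls were DMSO wells with enzyme for no effect and DMSO wells lacking enzyme for full effect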
Target sequence (Q2TB90 whole entry, looked up): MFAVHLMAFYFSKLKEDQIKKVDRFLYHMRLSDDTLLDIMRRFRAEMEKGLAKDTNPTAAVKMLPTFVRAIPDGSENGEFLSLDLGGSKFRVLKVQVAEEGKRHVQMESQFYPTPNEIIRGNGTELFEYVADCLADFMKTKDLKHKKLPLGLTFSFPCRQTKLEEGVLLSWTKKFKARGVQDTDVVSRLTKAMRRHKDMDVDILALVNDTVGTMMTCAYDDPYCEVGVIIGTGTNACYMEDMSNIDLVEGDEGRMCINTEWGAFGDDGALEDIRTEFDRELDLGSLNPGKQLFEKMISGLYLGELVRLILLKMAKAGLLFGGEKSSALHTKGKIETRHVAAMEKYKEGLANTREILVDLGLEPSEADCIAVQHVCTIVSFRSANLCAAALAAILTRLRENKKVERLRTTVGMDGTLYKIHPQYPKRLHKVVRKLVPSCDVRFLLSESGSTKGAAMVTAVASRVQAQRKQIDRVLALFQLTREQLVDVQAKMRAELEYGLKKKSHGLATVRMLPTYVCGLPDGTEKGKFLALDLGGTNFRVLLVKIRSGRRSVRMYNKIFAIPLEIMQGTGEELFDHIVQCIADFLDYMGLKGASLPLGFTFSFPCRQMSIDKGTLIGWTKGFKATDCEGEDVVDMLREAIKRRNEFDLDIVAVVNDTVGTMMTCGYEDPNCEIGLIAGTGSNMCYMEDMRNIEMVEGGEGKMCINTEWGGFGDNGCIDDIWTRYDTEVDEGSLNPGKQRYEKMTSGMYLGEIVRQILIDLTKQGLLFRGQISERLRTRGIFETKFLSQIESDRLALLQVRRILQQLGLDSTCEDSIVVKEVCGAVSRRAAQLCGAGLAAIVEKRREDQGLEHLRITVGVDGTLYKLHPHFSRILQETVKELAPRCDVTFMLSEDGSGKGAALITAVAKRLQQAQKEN
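Material: recombinant HKDC1 hexokinase; Amount: HKDC1 at 5 µg/mL; Medium: Tris pH 8.0 buffer with MgCl2, Tween-20, BSA, BME; Schedule: 90 min reaction incubation at room temperature, dark; Technique: coupled resazurin fluorescence, excitation 525 nm, emission 613 nm.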
ATG4B inh – inhibitors of human ATG4B cysteine protease; AID 504462; actives 0.51% (n = 340,000); inhibition, % at 8.33 µM; Q9Y4P1; ATG4B cleavage of LC3-PLA2, NBD-HPC fluorescence, 1 h; in the data active = inhibition above about 40%
mIAP act – mouse IAP activation. muIAP, CDP-Star luminescence, 30 min; hits give high values; 1 = vehicle-only enzyme signal, 0 = enzyme-free wells. activation factor at 10 µM. actives 0.24% (n = 330,000);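 active = activation factor of at least 2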; note: the source names both 10 and 20 µM as test concentration; values of inactives mirror those of a sister screen read the other way
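Assay system: mouse IAP enzyme / Compound: DMSO-dissolved test compounds / Timing: 30 min, room temperature / Measured by: luminescence from enzymatic CDP-Star hydrolysis / Control set: DMSO-only wells, enzyme-free buffer wells as negative control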
hIAP block – human IAP inhibition; inhibition, % at 10 µM; purified IAP, CDP-Star luminescence, 30 min; actives 0.12% (n = 330,000); P09923; AID 2544;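 active = inhibition reaching a set limit with compound at 10 µM in the primary screen, cut at about 35% in these data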;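 note: plate controls were DMSO wells with enzyme for no effect and no-enzyme buffer wells for full effect; values of inactives mirror those of a sister screen read the other way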
mIAP inh – blocks mouse intestinal alkaline phosphatase; purified mouse IAP, CDP-Star luminescence, 30 min; inhibition, % at 10 µM; actives 0.2% (n = 330,000);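 active = inhibition of at least 40% at 10 µM in the primary screen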;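 note: plate controls were DMSO with enzyme for no effect and no enzyme wells for full effect; values of inactives mirror those of a sister screen read the other way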
APOBEC3A inh – human APOBEC3A DNA deaminase inhibition. inhibition, % at 20 µM. actives 0.41% (n = 330,000). recombinant A3A, FAM/TAMRA ssDNA deamination fluorescence;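 active = at least 40% inhibition at 20 µM here, with at most 30% in a related deaminase screen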;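 note: plate controls were A3A with DMSO for no effect and wells lacking A3A enzyme for full effect; some results filed as inactive read as strong as hits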
Target sequence (P31941 whole entry, looked up): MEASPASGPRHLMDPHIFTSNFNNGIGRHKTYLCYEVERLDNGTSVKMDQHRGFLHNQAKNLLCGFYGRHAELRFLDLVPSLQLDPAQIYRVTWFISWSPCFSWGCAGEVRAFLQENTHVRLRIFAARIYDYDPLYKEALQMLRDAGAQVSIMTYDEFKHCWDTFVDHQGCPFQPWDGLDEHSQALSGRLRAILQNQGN
hIAP act – increases human intestinal alkaline phosphatase activity. P09923. purified human IAP, CDP-Star luminescence, 30 min; hits give high values; 1 = vehicle-only enzyme, 0 = enzyme-free background. activation factor at 10 µM. actives 0.16% (n = 330,000). AID 2524;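 active = activation factor of the enzyme at least 2-fold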; note: the source names both 10 and 20 µM as test concentration; values of inactives mirror those of a sister screen read the other way
PfGluPho inh – PfG6PD (Plasmodium falciparum) enzyme inhibition | PfGluPho enzyme, NADPH resazurin-diaphorase fluorescence | inhibition, % at 20 µM | actives 0.78% (n = 350,000) | AID 504690;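 active = inhibition reaching at least a set limit at 20 µM in the primary screen, cut at about 59% in these data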;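 note: 0% = DMSO wells with substrate and 100% = DMSO wells lacking glucose-6-phosphate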
* hit, by the source's call.

What do the screens show for `Cc1cc(NC(=O)COC(=O)CNC(=O)c2cccs2)c([N+](=O)[O-])cc1C`?
HKDC1 inh: -3; ATG4B inh: 1; mIAP act: 0.89; hIAP block: -8; mIAP inh: 11; APOBEC3A inh: 6; hIAP act: 1.1; PfGluPho inh: 0

Results for CCN(C(=O)CSc1n[nH]c(-c2ccccc2)n1)c1c(N)n(Cc2ccccc2)c(=O)[nH]c1=O ?
HKDC1 inh: -3; ATG4B inh: 5; mIAP act: 1.2; hIAP block: 2; mIAP inh: -16; APOBEC3A inh: -1; hIAP act: 0.98; PfGluPho inh: -11

Results for O=c1c2c3c(sc2nc(N2CCNCC2)n1-c1cccc(Cl)c1)CCCCC3 ?
mIAP act: 0.91; hIAP block: -4; mIAP inh: 9; APOBEC3A inh: 1; hIAP act: 1

Results for COc1ccc(C(CC(=O)N2CCCCC2)c2c(OC)cc(OC)c3ccc(=O)oc23)cc1 (stereo not given) ?
HKDC1 inh: -8; ATG4B inh: 4; mIAP act: 0.8; hIAP block: -22; mIAP inh: 20; APOBEC3A inh: 12; hIAP act: 1.2; PfGluPho inh: -3

How did O=C(c1cccc(S(=O)(=O)N2CCc3ccccc32)c1)N1CCN(c2ccccn2)CC1 do in these assays?
HKDC1 inh: -4; ATG4B inh: -10; mIAP act: 0.98; hIAP block: -3; mIAP inh: 2; APOBEC3A inh: -1; hIAP act: 1; PfGluPho inh: 18

Results for Cc1ccc2[nH]c(=O)c(CN(CCCN(C)C)C(=O)Nc3ccc(F)cc3)cc2c1 ?
HKDC1 inh: -5; ATG4B inh: 0; mIAP act: 1; hIAP block: 1; mIAP inh: 0; APOBEC3A inh: 4; hIAP act: 0.99; PfGluPho inh: -9

How did O=C1COc2ccc(C(=O)COC(=O)c3cc(S(=O)(=O)NCc4ccccc4)ccc3O)cc2N1 do in these assays?
HKDC1 inh: 2; ATG4B inh: -6; mIAP act: 0.97; hIAP block: -20; mIAP inh: 3; APOBEC3A inh: 7; hIAP act: 1.2; PfGluPho inh: -6

What do the screens show for `Cn1cc(CCC(=O)N2CCCC(C(=O)c3ccc(C(C)(C)C)cc3)C2)cn1` (stereo not given)?
HKDC1 inh: -10; ATG4B inh: 4; mIAP act: 0.98; hIAP block: 10; mIAP inh: 2; APOBEC3A inh: -3; hIAP act: 0.9; PfGluPho inh: 12

What do the screens show for `COc1ccc(COc2cc(-c3cccc(OC)c3)nc3ccc(NC(=O)c4ccc(N(C)C)cc4)cc23)cc1`?
HKDC1 inh: -1; ATG4B inh: -26; mIAP act: 0.98; hIAP block: 2; mIAP inh: 2; APOBEC3A inh: -1; hIAP act: 0.98; PfGluPho inh: -11

Results for O=C(CSc1nc2ccccc2s1)Nc1cc(S(=O)(=O)N2CCOCC2)ccc1O ?
HKDC1 inh: -2; ATG4B inh: -2; mIAP act: 0.83; hIAP block: -15; mIAP inh: 16; APOBEC3A inh: 5; hIAP act: 1.2; PfGluPho inh: 0

How did O=C(CCC(=O)c1cccs1)Nc1ccc(N2CCCCC2)cc1 do in these assays?
HKDC1 inh: 2; ATG4B inh: 1; mIAP act: 0.89; hIAP block: 6; mIAP inh: 11; APOBEC3A inh: 4; hIAP act: 0.94; PfGluPho inh: -2

What do the screens show for `COc1ccccc1N(CC(=O)NCc1ccccc1)C(=O)CCC(=O)Nc1nccs1`?
HKDC1 inh: -7; ATG4B inh: 2; mIAP act: 1.1; hIAP block: 5; mIAP inh: -6; APOBEC3A inh: 1; hIAP act: 0.95; PfGluPho inh: -6

What do the screens show for `O=C(Nc1cccc(NC(=O)c2ccc(Br)o2)c1)c1ccccc1`?
HKDC1 inh: 6; ATG4B inh: -2; mIAP act: 1; hIAP block: -16; mIAP inh: -3; APOBEC3A inh: 3; hIAP act: 1.2; PfGluPho inh: -13

What do the screens show for `CCOc1ccc(NC(=S)NC(=O)C2CCCC2)cc1`?
HKDC1 inh: -5; ATG4B inh: 4; mIAP act: 0.95; hIAP block: 2; mIAP inh: 4; APOBEC3A inh: -6; hIAP act: 0.98; PfGluPho inh: 21

Results for Cc1ccc(CN2CCCN(Cc3ccc(F)cc3Cl)S2(=O)=O)cc1 ?
HKDC1 inh: 1; ATG4B inh: 6; mIAP act: 1.1; hIAP block: 0; mIAP inh: -7; APOBEC3A inh: -1; hIAP act: 1; PfGluPho inh: 11

What do the screens show for `COc1ccc(/C=C2\C(=O)ON=C2c2cccc([N+](=O)[O-])c2)cc1`?
mIAP act: 0.91; hIAP block: 5; mIAP inh: 9; APOBEC3A inh: -1; hIAP act: 0.95

Results for CCCc1cc(=O)[nH]c(SCC(=O)Nc2ccc(C(=O)Nc3ccccc3OC)cc2)n1 ?
HKDC1 inh: -1; ATG4B inh: -5; mIAP act: 1.1; hIAP block: -4; mIAP inh: -8; APOBEC3A inh: -2; hIAP act: 1; PfGluPho inh: -9

Results for COc1ccc(C2(C)NC(=O)N(CC(=O)NCC(=O)Nc3ccc(F)c(F)c3F)C2=O)cc1OC (stereo not given) ?
HKDC1 inh: -8; ATG4B inh: -2; mIAP act: 1.1; hIAP block: -5; mIAP inh: -8; APOBEC3A inh: -1; hIAP act: 1; PfGluPho inh: -9

How did Cn1cc(/C=C2/SC(=O)N(c3ccccc3)C2=O)c2ccccc21 do in these assays?
HKDC1 inh: -9; ATG4B inh: -11; mIAP act: 0.8; hIAP block: -6; mIAP inh: 20; APOBEC3A inh: 2; hIAP act: 1.1; PfGluPho inh: 5

How did Nc1ncnc2c1nc(N1CCCCC1)n2[C@@H]1O[C@H](CO)[C@@H](O)[C@H]1O do in these assays?
HKDC1 inh: -2; ATG4B inh: -2; mIAP act: 1.1; hIAP block: 5; mIAP inh: -11; APOBEC3A inh: -2; hIAP act: 0.95; PfGluPho inh: 12

Results for O=C(N/N=C/c1ccncc1)NC1CCCCC1 ?
HKDC1 inh: -2; ATG4B inh: -1; mIAP act: 0.77; hIAP block: -1; mIAP inh: 23; APOBEC3A inh: 0; hIAP act: 1; PfGluPho inh: -14

Results for CSc1ccc(CN(C)C(=O)c2cc3ccccc3o2)cc1 ?
HKDC1 inh: -3; ATG4B inh: 8; mIAP act: 1.1; hIAP block: -5; mIAP inh: -6; APOBEC3A inh: 10; hIAP act: 1.1; PfGluPho inh: -8

What do the screens show for `Cc1cn2c(=O)c(C(=O)NCc3ccc4c(c3)OCO4)cnc2s1`?
HKDC1 inh: 0; ATG4B inh: -3; mIAP act: 0.95; hIAP block: -2; mIAP inh: 5; APOBEC3A inh: 3; hIAP act: 1; PfGluPho inh: -8

Results for C/C(=C\C(=S)Nc1ccccc1)Nc1cccc2ccccc12 ?
HKDC1 inh: 22; ATG4B inh: 29; mIAP act: 1; hIAP block: 12; mIAP inh: 0; APOBEC3A inh: -7; hIAP act: 0.88; PfGluPho inh: 5

Results for Cn1c(N)c(C(=O)COC(=O)c2cc(-c3ccco3)nc3ccccc23)c(=O)n(C)c1=O ?
HKDC1 inh: 22; ATG4B inh: 11; mIAP act: 0.95; hIAP block: 5; mIAP inh: 4; APOBEC3A inh: 16; hIAP act: 0.95; PfGluPho inh: 38

How did COc1cc(C(=O)N(Cc2cc3ccccc3[nH]c2=O)CC2CCCO2)cc(OC)c1OC (stereo not given) do in these assays?
HKDC1 inh: -2; ATG4B inh: -5; mIAP act: 0.92; hIAP block: -1; mIAP inh: 8; APOBEC3A inh: -2; hIAP act: 1; PfGluPho inh: 3

How did CC(C)c1cc(C(N)=O)c(NC(=O)C2CCC2)s1 do in these assays?
HKDC1 inh: 5; ATG4B inh: 5; mIAP act: 1; hIAP block: 5; mIAP inh: -1; APOBEC3A inh: 1; hIAP act: 0.95; PfGluPho inh: 5

Results for O=C(CN1C(=O)CSc2ccc(S(=O)(=O)N3CCOCC3)cc21)NCCCN1CCOCC1 ?
HKDC1 inh: 2; ATG4B inh: -4; mIAP act: 1.2; hIAP block: -5; mIAP inh: -16; APOBEC3A inh: -2; hIAP act: 1.1; PfGluPho inh: -8

What do the screens show for `O=C(Nc1ccccc1)N1CCCN(Cc2c(F)cccc2Cl)CC1`?
HKDC1 inh: 2; ATG4B inh: -3; mIAP act: 1.1; hIAP block: -41; mIAP inh: -11; APOBEC3A inh: -4; hIAP act: 1.4; PfGluPho inh: 11

What do the screens show for `C[n+]1ccccc1COc1ccc(C(C)(C)C)cc1`?
HKDC1 inh: 0; ATG4B inh: -1; mIAP act: 1; hIAP block: -5; mIAP inh: -1; APOBEC3A inh: 1; hIAP act: 1.1; PfGluPho inh: -7

4 entries picked at random from those above:
Results for O=C(CN1C(=O)CSc2ccc(S(=O)(=O)N3CCOCC3)cc21)NCCCN1CCOCC1 ?
HKDC1 inh: 2; ATG4B inh: -4; mIAP act: 1.2; hIAP block: -5; mIAP inh: -16; APOBEC3A inh: -2; hIAP act: 1.1; PfGluPho inh: -8

What do the screens show for `Cc1cn2c(=O)c(C(=O)NCc3ccc4c(c3)OCO4)cnc2s1`?
HKDC1 inh: 0; ATG4B inh: -3; mIAP act: 0.95; hIAP block: -2; mIAP inh: 5; APOBEC3A inh: 3; hIAP act: 1; PfGluPho inh: -8

What do the screens show for `O=C(Nc1ccccc1)N1CCCN(Cc2c(F)cccc2Cl)CC1`?
HKDC1 inh: 2; ATG4B inh: -3; mIAP act: 1.1; hIAP block: -41; mIAP inh: -11; APOBEC3A inh: -4; hIAP act: 1.4; PfGluPho inh: 11

Results for Cn1c(N)c(C(=O)COC(=O)c2cc(-c3ccco3)nc3ccccc23)c(=O)n(C)c1=O ?
HKDC1 inh: 22; ATG4B inh: 11; mIAP act: 0.95; hIAP block: 5; mIAP inh: 4; APOBEC3A inh: 16; hIAP act: 0.95; PfGluPho inh: 38

Continuation.
Results for CC1CC1c1ccc(/C=C(\C#N)C(=O)Nc2ccccc2Cl)o1 (stereo not given) ?
HKDC1 inh: -5; ATG4B inh: 41*; mIAP act: 0.9; hIAP block: -21; mIAP inh: 10; APOBEC3A inh: 0; hIAP act: 1.2; PfGluPho inh: 32

What do the screens show for `CC(CCc1ccc(O)cc1)NCCc1ccc(O)c(O)c1` (stereo not given)?
HKDC1 inh: 2; ATG4B inh: 7; mIAP act: 0.78; hIAP block: 6; mIAP inh: 22; APOBEC3A inh: -3; hIAP act: 0.94; PfGluPho inh: -14

Results for Cc1ccc(S(=O)(=O)N2CCOCC2)cc1C(=O)O ?
HKDC1 inh: -8; ATG4B inh: 0; mIAP act: 1; hIAP block: 3; mIAP inh: 0; APOBEC3A inh: 0; hIAP act: 0.97; PfGluPho inh: 1

What do the screens show for `CN(C)C(C)(C)/C=C/C(O)(c1ccccc1)c1ccccc1`?
HKDC1 inh: -5; ATG4B inh: -10; mIAP act: 1.1; hIAP block: -7; mIAP inh: -6; APOBEC3A inh: -7; hIAP act: 1.1; PfGluPho inh: 7

How did CCc1ccccc1NC(=O)CSc1nnc(-c2cc(C)[nH]n2)n1N do in these assays?
HKDC1 inh: -4; ATG4B inh: -3; mIAP act: 0.95; hIAP block: -4; mIAP inh: 5; APOBEC3A inh: -5; hIAP act: 1; PfGluPho inh: 2

How did O=C(COC(=O)c1ccc(S(=O)(=O)NCc2ccco2)cc1)Nc1ccccc1 do in these assays?
HKDC1 inh: -5; ATG4B inh: -2; mIAP act: 1; hIAP block: -4; mIAP inh: 0; APOBEC3A inh: -2; hIAP act: 1; PfGluPho inh: 9

How did CC(C)[C@@H](CO)NC(=O)c1ccc2c3n(nc2c1)-c1ccccc1CO3 do in these assays?
HKDC1 inh: -4; ATG4B inh: -2; mIAP act: 0.96; hIAP block: 5; mIAP inh: 4; APOBEC3A inh: 3; hIAP act: 0.95; PfGluPho inh: 12
